Screening data deposited in PubChem BioAssay by Sanford-Burnham Center for Chemical Genomics.
STEP inh: blocks human striatal-enriched tyrosine phosphatase; P54829; recombinant STEP, OMFP fluorogenic substrate, fluorescence; inhibition, % at 20 µM; 360,000 tested, 0.25% active; AID 588621;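 active means inhibition at 20 µM, scaled per plate between control wells, above about 37%, limit read from the data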;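 further: 0% = DMSO with enzyme and substrate and 100% = substrate only without enzyme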
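System: STEP (striatal-enriched tyrosine phosphatase) enzyme, cell-free; medium: Bis-Tris pH 6.0 buffer with DTT, detergent; dosing: 20 µM, 1% DMSO; times: reaction 20 min, ambient temperature; detection: fluorescence, 480/540 nm; read-out basis: normalized % inhibition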
NadD block: blocks S. aureus nicotinate mononucleotide adenylyltransferase. purified NadD enzyme, colorimetric absorbance read-out. inhibition, % at 20 µM. 360,000 tested, 0.78% active. AID 602399; in the data active means inhibition above about 26%; further: some compounds past the cut are filed as inactive
SKN-1 inh: blocks SKN-1 activity in C. elegans. inhibition, % at 21.8 µM. AID 624304. C. elegans VP596 Pgst-4::GFP/RFP ratio, acrylamide-induced, 24 h. 360,000 tested, 0.49% active;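 active means interference check ratio from 0.5 to 1.5 plus GFP to RFP signal ratio inhibition reaching or exceeding a fixed threshold, cut at about 30% in these data, passing the limit was not always enough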; further: some compounds called inactive have numbers as strong as hits
Rpn11 inh: inhibitors of human proteasome Rpn11. O00487. calls only at 20 µM. 360,000 tested, 0.59% active. human 26S proteasome, Ub4-pepOG fluorescence polarization; 20S core pre-blocked with epoxomicin. AID 588493;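 active means inhibition at 20 µM, scaled to each plate's controls, above about 33%, limit read from the data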
Target sequence (O00487 whole entry, looked up): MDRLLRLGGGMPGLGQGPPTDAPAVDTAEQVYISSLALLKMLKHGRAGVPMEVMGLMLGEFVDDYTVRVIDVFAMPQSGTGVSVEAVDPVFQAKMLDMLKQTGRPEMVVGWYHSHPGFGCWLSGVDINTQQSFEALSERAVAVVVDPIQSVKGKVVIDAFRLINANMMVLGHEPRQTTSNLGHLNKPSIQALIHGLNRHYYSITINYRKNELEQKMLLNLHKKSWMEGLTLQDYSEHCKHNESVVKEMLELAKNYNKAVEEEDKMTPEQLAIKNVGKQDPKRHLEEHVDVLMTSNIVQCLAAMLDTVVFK
Scp-1 inhibitor: Scp-1 (human) phosphatase inhibition | 340,000 tested, 0.88% active | inhibition, % at 20 µM | Recombinant Scp1, phosphopeptide, malachite green phosphate absorbance | Q9GZU7;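 active means inhibition above about 50% at 20 µM, limit read from the data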;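 further: plate controls were DMSO wells with enzyme for no effect and wells lacking enzyme for full effect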
Target sequence (Q9GZU7 76-261 limits assumed): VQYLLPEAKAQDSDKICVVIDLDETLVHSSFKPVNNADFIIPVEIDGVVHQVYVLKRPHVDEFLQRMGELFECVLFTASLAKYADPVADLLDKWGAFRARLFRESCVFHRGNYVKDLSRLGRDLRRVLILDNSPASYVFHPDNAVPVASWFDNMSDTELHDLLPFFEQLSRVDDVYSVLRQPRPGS
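Test system: SCP-1 catalytic domain; Buffer or medium: Acidic Tris acetate buffer with magnesium and detergent; Also added: Phosphorylated 17-residue peptide substrate; Compound: single 20 µM dose, 1% DMSO; Schedule: enzyme reaction 45 min at room temperature, colour 5 min, stabilisation 30 min; Signal: Phosphate-binding colour reagent, absorbance read at 630 nm.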
CendR NRP1 mod: alters CendR peptide binding to human NRP-1 | O14786 | FAM-RPARPAR peptide binding to NRP-1, fluorescence polarization | inhibition, % at 25 µM | 360,000 tested, 0.85% active;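 active means inhibition or corrected inhibition above about 18%, plus a signal ratio from 0.5 to 1.5, limit read from the data, passing the limit was not always enough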; further: strong numbers were not always called active
LMPTP inh: LMPTP (human) inhibition; inhibition, % at 20 µM; recombinant LMPTP-A, OMFP fluorogenic substrate, fluorescence intensity; 360,000 tested, 0.22% active;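 active means compounds that cut the enzyme signal by at least half of the control window in the single-dose screen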;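 further: plate controls were DMSO wells with enzyme plus substrate for no effect and substrate without enzyme for full effect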
Target sequence (P24666 whole entry, looked up): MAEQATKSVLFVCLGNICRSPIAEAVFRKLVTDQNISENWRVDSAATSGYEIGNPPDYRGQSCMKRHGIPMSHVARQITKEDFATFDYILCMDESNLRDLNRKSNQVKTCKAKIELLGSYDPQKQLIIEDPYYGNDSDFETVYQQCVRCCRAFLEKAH
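Test system: LMPTP-A, protein tyrosine phosphatase of low molecular weight; Input: 0.625 nM enzyme; Incubation: 50 min dark incubation at room temperature; Signal: endpoint fluorescence intensity from OMFP dephosphorylation; Read-out basis: % inhibition versus control wells.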
DNMT1 block: DNMT1 (human) enzyme inhibition | P26358 | 360,000 tested, 0.83% active | inhibition (reported as % activation of signal), % at 10 µM | DNMT1 molecular beacon, Hinp1I cleavage, fluorescence; in the data active means inhibition above about 50%
SUMO1 PPI mod: alters human SUMO1 binding to SIM partners; P63165; 360,000 tested, 0.33% active; inhibition, % at 20 µM; SUMO1 binding to a labelled peptide, TR-FRET, 1 h; in the data active means inhibition above about 37%
Target sequence (P63165 whole entry, looked up): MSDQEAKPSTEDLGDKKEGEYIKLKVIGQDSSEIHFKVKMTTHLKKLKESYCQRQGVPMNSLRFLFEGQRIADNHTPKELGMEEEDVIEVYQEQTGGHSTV
MT1-MMP act inh: inhibitors of human MT1-MMP activation. P50281. HT1080 RFP-PRO-GFP cells, GFP/RFP ratio fluorescence, overnight; percent of plate control window, DMSO zero. GFP/RFP ratio change, % at 20 µM. 360,000 tested, 0.061% active;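 active means GFP/RFP ratio change of at least 30% with cell ATP level not reduced by more than half and red fluorescence within 50% of control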; further: strong numbers were not always called active
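Assay system: HT1080 RFP-PRO-GFP cells | Dosing: 20 µM single dose, 1% DMSO | Incubation: Cells overnight before dosing, compound overnight, 37 °C, 5% CO2 | Evaluation: GFP/RFP fluorescence ratio | Control set: DMSO-only wells and HT1080 RFP-L50D-GFP cell wells as references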
An asterisk follows results filed as active; i = inactive; nt = no result given; & = joins results of further samples.

SMILES	STEP inh	NadD block	SKN-1 inh	Rpn11 inh	Scp-1 inhibitor	CendR NRP1 mod	LMPTP inh	DNMT1 block	SUMO1 PPI mod	MT1-MMP act inh
CC(c1nnc(SCC(=O)Nc2cc([N+](=O)[O-])ccc2F)n1Cc1ccccc1)N(C)C (stereo not given)	-4	-7	-17	i	-6	2	-0.5	-2	-19	2
Cc1cc(-n2nc3ccccc3n2)c(O)c([N+](=O)[O-])c1	2	-7	6	i	-5	-3	-3.3	0	-20	1
COc1cc(NC(=O)C2CCC(CNc3c(N4CCCCC4)c(=O)c3=O)CC2)cc(OC)c1 (stereo not given)	-2	2	11	i	-3	0	0.9	52*	7	1
CC(C(=O)NC1C(=O)N2C(C(=O)O)=C(CSc3nnnn3C)CSC12)n1cc(Br)cn1 (stereo not given)	7	0	-1	i	31	-5	-0.5	10	2	-2
O=C(CC1C(=O)Nc2ccccc2N1CC(=O)N1CCCC1)Nc1ccc(Br)cc1 (stereo not given)	-1	10	-9	i	-5	-5	-1.0	4	-5	3
O=C(COC(=O)Cc1ccc(F)cc1)NCc1ccco1	-3	1	5	i	19	-2	-0.3	15	-1	0
CCCc1ccc(OCC(O)CN2CCN(c3ccccc3)CC2)cc1 (stereo not given)	1&-1	-8&-10	8&-15	i	-10&-4	-4&4	-1.7&-1.5	0&2	-1&1	-1&1
CCn1c(=NC(=O)C2COc3ccccc3O2)sc2c(OC)ccc(OC)c21 (stereo not given)	0	2	-13	i	-15	9	2.7	-1	-26	2
C[C@@H]1CN([C@H](C)CO)C(=O)c2cc(Br)cnc2O[C@@H]1CN(C)C(=O)CC1CC1	-1	2	2	i	nt	3	-1.6	5	1	3
Cc1csc(SCC(=O)Nc2sc3c(c2C#N)CCC3)n1	5	-1	-5	i	14	-24	0.7	5	6	nt
Cc1cc(NS(=O)(=O)c2ccc(NC(=O)c3ccc(F)cc3)cc2)nc(C)n1	-2	-5	6	i	4	-6	-1.2	2	9	4
Cc1ccc(S(=O)(=O)N2CCC3CC2c2cc(Cl)ccc23)cc1 (stereo not given)	1	-2	2	i	-17	-6	3.4	1	3	0
CCCc1nnc(N2C(=O)c3cccc4cccc(c34)C2=O)s1	0	1	-1	i	-5	-9	-0.4	0	-25	0
CCOc1cc(S(=O)(=O)NCc2ccccc2)ccc1F	2	0	-18	i	-4	-2	-0.5	0	1	8
CC(Sc1nnc(Cc2cccs2)n1C1CCCCC1)C(N)=O (stereo not given)	-4	-1	-9	i	-3	-8	-1.5	-2	1	-9
Cc1cc2nc(NCCCO)n(CC(=O)c3cc(C(C)(C)C)c(O)c(C(C)(C)C)c3)c2cc1C	-1	13	0	i	1	10	4.1	-22	2	-6
O=C(CN(Cc1ccc(Br)cc1)S(=O)(=O)c1ccccc1)NCc1ccncc1	-1	-2	-1	i	9	1	0.4	10	-1	1
COc1ccc(C2OC(=O)C(C)(C)C(=O)C2(C)C)cc1OC (stereo not given)	-3	2	14	i	-3	4	-2.4	0	6	2
COc1ccc(CCNC(=O)COC(=O)c2cnccn2)cc1	-3	6	-8	i	-5	10	-1.5	-3	-4	-2
COC(=O)[C@@H]1C[C@@H]2CC[C@@H](O)C[C@@H]2N1Cc1ccc(OC)cc1	1	-1	-2	i	-3	-1	0.6	-5	3	-5
C=CCn1c(SCC(=O)C(C)(C)C)nnc1-c1cccs1	-4	2	-8	i	-10	6	-1.4	1	-1	3
CC1(C)CC(=O)N(c2ccccc2)C1(C)O (stereo not given)	-4	-4	-16	i	-4	-2	-1.5	0	2	6
COc1cccc(C(=O)NC2CC3CCCC(C2)N3CC(=O)Nc2ccc(N(C)C)cc2)c1 (stereo not given)	-3	-3	14	i	-5	2	-1.3	-5	2	2
CCCCCn1cnc2sc(-c3ccccc3)cc2c1=O	3	1	40*	i	-7	-9	2.4	7	-14	-4
COc1cccc(-c2nnc(SCc3cccnc3)o2)c1	1	-7	-22	i	-8	4	0.4	1	-1	0
COc1ccc([C@@H]2C(C#N)=C(N)S[C@@H](c3ccccc3)[C@@H]2[N+](=O)[O-])cc1	-3	0	5	i	0	6	0.1	-5	-3	2
Cc1ccc(S(=O)(=O)NC(=O)C2(C)CCN2C(=O)c2ccccc2)cc1 (stereo not given)	-4	4	8	i	nt	2	-3.2	2	4	0
CN(c1ccc(C(=O)NCc2ccco2)cc1)S(C)(=O)=O	0	2	8	i	-2	-3	0.3	5	1	7
CCC(C)NC(=O)Nc1ccccc1F (stereo not given)	0	-3	1	i	-2	-2	-0.5	-1	-5	1
CC(C)N(CC#CCC(O)(c1ccccc1)c1ccccc1)CCO	-1	-4	11	i	1	-5	5.9	11	-2	-4
Cc1ccc(C(=O)N2CCN(Cc3nc4sc5c(c4c(=O)[nH]3)CCCC5)CC2)cc1	2	2	2	i	-4	4	1.8	0	0	7
Nc1cc(=O)[nH]c(SCC(=O)Nc2ccccc2Sc2ccc(Cl)cc2)n1	-1	-2	-1	i	-6	12	0.3	-3	0	-4
O=C(NC1CCCC1)C(c1ccsc1)N(Cc1ccccc1)C(=O)Cc1cccs1 (stereo not given)	2	-1	2	i	-14	-12	0.3	-3	2	-32
Cc1cc2c(c(=O)n1Cc1ccccn1)C(c1ccc3c(c1)OCO3)C(C#N)=C(N)O2 (stereo not given)	4	5	17	i	-2	-7	-0.6	-4	0	-2
COc1cccc(C(=O)Nc2cccc(-c3nnc(-c4ccco4)o3)c2)c1	0	-12	11	i	-17	-9	3.3	-4	7	5
COc1cc(C(=O)NCC(=O)Nc2c(C)cccc2C)ccc1OCc1ccccc1	-2	-4	5	i	-8	3	-0.2	0	3	4
Cc1c(-c2ccccc2)n[nH]c1C(=O)NN	-2	3	4	i	-7	1	-2.7	0	4	1
COc1ccc(NCc2nnc(SCC(=O)Nc3cc(C(F)(F)F)ccc3Cl)o2)cc1	2	-4	-14	i	-5	7	1.4	-16	-5	9
Cc1cccn2cc(CCNS(=O)(=O)c3cccs3)nc12	-4	0	-7	i	1	9	-2.3	10	0	-7
O=C(CCSc1ccc(F)cc1)NNC(=O)c1ccccc1Cl	-3	-3	10	i	-10	4	-1.0	2	4	1
O=C(COC(=O)c1ccccc1-n1cnnn1)c1ccccc1	0	-2	-6	i	-7	-7	0.0	1	1	-3
COC(=O)/C=C1\N/C(=N/c2nc(C)c3cc(OC)ccc3n2)NC1=O	4	-6	6	i	-2	-10	3.4	8	3	22
O=C(CCc1ccc(S(=O)(=O)N2CCOCC2)cc1)N/N=C/c1ccc(O)c(O)c1O	0	6	7	i	27	-5	2.6	-1	-1	-5
COc1ccc2[nH]c(=O)c(CN(CCCN(C)C)C(=O)Nc3ccccc3)cc2c1	4	4	17	i	-2	6	-0.6	0	2	-3
Cc1ccccc1NC(=O)CN1C(=O)S/C(=C/c2cccnc2)C1=O	1	4	7	i	4	9	-1.3	1	-35	-2
CCCCn1c(SCC(=O)Nc2ccc3c(c2)CCC3)nc2ccccc2c1=O	2	2	-6	i	1	-6	2.3	3	4	-6
COc1cc(S(=O)(=O)n2ccc(C)n2)c(OC)cc1Cl	-1	2	-1	i	-14	15	-2.6	4	-4	-2
COc1ccccc1Nc1ccc(S(=O)(=O)N2CCCCC2)cc1[N+](=O)[O-]	0	-2	0	i	-7	4	2.5	-3	-18	0

Entries listed so far with a nitro group on carbon, in the order listed:
SMILES	STEP inh	NadD block	SKN-1 inh	Rpn11 inh	Scp-1 inhibitor	CendR NRP1 mod	LMPTP inh	DNMT1 block	SUMO1 PPI mod	MT1-MMP act inh
CC(c1nnc(SCC(=O)Nc2cc([N+](=O)[O-])ccc2F)n1Cc1ccccc1)N(C)C (stereo not given)	-4	-7	-17	i	-6	2	-0.5	-2	-19	2
Cc1cc(-n2nc3ccccc3n2)c(O)c([N+](=O)[O-])c1	2	-7	6	i	-5	-3	-3.3	0	-20	1
COc1ccc([C@@H]2C(C#N)=C(N)S[C@@H](c3ccccc3)[C@@H]2[N+](=O)[O-])cc1	-3	0	5	i	0	6	0.1	-5	-3	2
COc1ccccc1Nc1ccc(S(=O)(=O)N2CCCCC2)cc1[N+](=O)[O-]	0	-2	0	i	-7	4	2.5	-3	-18	0

Following part:
SMILES	STEP inh	NadD block	SKN-1 inh	Rpn11 inh	Scp-1 inhibitor	CendR NRP1 mod	LMPTP inh	DNMT1 block	SUMO1 PPI mod	MT1-MMP act inh
CCOC(=O)Cn1c(C(C)=O)nc2ccccc21	-3	2	10	i	-2	0	0.0	-6	0	-2
C[C@H]1CN([C@@H](C)CO)C(=O)CCCn2cc(nn2)CO[C@@H]1CN(C)C(=O)c1ccncc1	-2	2	13	i	nt	-4	-0.9	4	0	-1
COc1ccc([C@H]2CC(=O)C=C(c3cccc(Cl)c3O)C2)cc1OC	-1	-7	1	i	-4	6	0.0	2	12	0
CCN(CC)C(=O)c1ccc2c(=O)n(CCOC)c(=S)[nH]c2c1	8	3	3	i	-11	0	-1.5	-3	3	5
CCOC(=O)N1CCN(C(=O)c2ccc(CS(=O)Cc3ccccc3Cl)o2)CC1 (stereo not given)	2	-3	9	i	-1	8	-1.3	2	-2	-2
CC(C)(C)N1C(=O)c2ccccc2NC(=O)C1C(=O)NCCOc1ccccc1 (stereo not given)	nt	nt	1	nt	nt	-11	-2.8	nt	-3	-2
O=C(NCc1ccccc1Cl)c1ccc(CSc2nc3ccncc3[nH]2)cc1	4	-4	6	i	3	-3	40	0	9	6
COc1ccccc1C(=O)N1CCN(C(=O)c2oc3ccc(C)cc3c2C)CC1	3	-5	4	i	1	15	1.9	0	-2	-9
CS(=O)(=O)N(CC(=O)Nc1ccc(S(=O)(=O)N2CCOCC2)cc1)c1ccccc1Cl	1	-2	5	i	-4	1	-0.9	3	3	-1
COc1ccc(NC(=S)N2CCN(c3ccccn3)CC2)cc1	0	2	-2	i	-1	-3	-0.6	1	3	6
O=C(CN(C(=O)CCC(=O)Nc1ccccn1)c1ccc(F)cc1)NCc1ccc(F)cc1	-1	1	-17	i	2	-1	0.3	2	-2	1
Cc1noc(C)c1CSc1nc2ccccc2n1CCc1ccccc1	3	0	-18	i	-7	-6	0.9	-7	1	-7
N#C/C(=C\c1ccc(-c2ccccc2[N+](=O)[O-])o1)C(=O)Nc1nc(-c2cccs2)cs1	0	34*	9	i	-5	-3	4.1	28	6	15
O=C(CSc1nc2ccccc2c(=O)[nH]1)NCc1ccc(Cl)cc1	-6	-1	6	i	0	-7	-1.2	-5	1	8
COc1ccc(-c2cc(C(=O)N3CCCCCC3)no2)cc1	-1	-3	-6	i	-4	9	0.6	0	0	-1
